procasp3 activ: activators of human procaspase-3 D3A mutant, primary screen, biochemical, absorbance, PC-3 D3A mutant, single concentration. 330,000 compounds, 0.11% hits. AID 463141, 2010. recombinant procaspase-3 D3A, Ac-DEVD-pNA absorbance 405 nm. activation, % at 8.5 µM. Caspase-3 (Homo sapiens), P42574;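 active means activation above the mean of all tested compounds plus 3 SD, cut at about 21% in these data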;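 further: 0% = DMSO alone and 100% = DMSO wells spiked with extra 5 µM PC-3 D3A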
Target sequence (P42574 whole entry D9A/D28A/D175A): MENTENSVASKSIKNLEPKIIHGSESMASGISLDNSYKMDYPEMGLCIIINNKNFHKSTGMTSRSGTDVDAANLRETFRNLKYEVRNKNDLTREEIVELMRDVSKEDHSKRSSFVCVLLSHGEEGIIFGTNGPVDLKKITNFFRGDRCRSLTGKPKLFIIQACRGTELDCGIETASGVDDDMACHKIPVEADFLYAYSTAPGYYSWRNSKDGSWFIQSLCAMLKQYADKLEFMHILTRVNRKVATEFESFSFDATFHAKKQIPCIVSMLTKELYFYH
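material = Procaspase-3 D3A mutant | probe or stimulus = Ac-DEVD-pNA | compound = single dose, 8.5 µM nominal compound, 0.8% DMSO | timing = 1 h preincubation, 2 h reaction | measured by = 405 nm absorbance of p-nitroaniline, reads at 0 and 120 min | benchmarks = DMSO-only low control, 5 µM PC-3 D3A high control | repeats = singlicate, each compound tested once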
TPT1 inhibitor: Candida albicans TPT1 enzyme inhibitors, primary screen, biochemical, fluorescence polarization; recombinant caTPT1, FP RNA substrate dephosphorylation; inhibition, % at 5 µM; 300,000 compounds, 0.81% hits;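 active means inhibition above the mean of all tested compounds plus 3 SD, set per screening campaign, cut at about 24% in these data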;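 further: plate controls were DMSO alone for no effect and ferristatin control at 100 nM for full effect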
HCV core dimer: inhibitors of HCV core protein dimerization, primary screen, biochemical, TR-FRET, high-throughput; TR-FRET GST/Flag-core106 dimerization, 1536-well; AID 1899, 2009; inhibition, % at 5 µM; 300,000 compounds, 0.33% hits;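 active means inhibition above the mean of all tested compounds plus 3 SD, set per screening campaign, cut at about 45% in these data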
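System: GST-tagged and Flag-tagged HCV core protein residues 1-106 / Input: core106 proteins, GST 13.5 nM and Flag 17 nM / Buffer or medium: KF-containing HEPES buffer, pH 7.45, DTT, CHAPS, BSA / Probe or stimulus: Eu-anti-GST and XL665-anti-Flag labelled anti-tag antibodies / Schedule: 4 h, 22.5 °C incubation / Technique: TR-FRET 671 and 617 nm emission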
proCasp7 act: procaspase-7 activators, primary screen, counter-screen for procaspase-3 activator project, biochemical, absorbance, HTS, human; Caspase-7 (Homo sapiens), P55210; recombinant procaspase-7, Ac-DEVD-pNA absorbance 405 nm; D23A/D198A/D206A triple mutant, cannot self-cleave; scale: DMSO 0, 5 µM enzyme 100; activation, % at 8.5 µM; 330,000 compounds, 0.093% hits;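 active means percent activation above the screen-wide mean plus 3 SD, cut at about 25% in these data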
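signal = Epi-absorbance of released pNA at 405 nm, two timepoints | assay system = Uncleavable procaspase-7 mutant enzyme | reagent = Ac-DEVD-pNA substrate, 400 µM as added | times = 1 h enzyme–compound preincubation and 2 h substrate reaction, both 25 °C | benchmarks = low DMSO alone, high DMSO plus 5 µM PC-7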
AHR act: AHR activators, primary screen, cell-based, luminescence, luciferase reporter, human. 320,000 compounds, 2.5% hits. activation, % at 5 µM. AID 2796, 2010. AHR-responsive luciferase reporter cells; in the data active means activation above about 47%;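 further: 0% = vehicle wells and 100% = reference agonist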
Target sequence (P35869 whole entry, looked up): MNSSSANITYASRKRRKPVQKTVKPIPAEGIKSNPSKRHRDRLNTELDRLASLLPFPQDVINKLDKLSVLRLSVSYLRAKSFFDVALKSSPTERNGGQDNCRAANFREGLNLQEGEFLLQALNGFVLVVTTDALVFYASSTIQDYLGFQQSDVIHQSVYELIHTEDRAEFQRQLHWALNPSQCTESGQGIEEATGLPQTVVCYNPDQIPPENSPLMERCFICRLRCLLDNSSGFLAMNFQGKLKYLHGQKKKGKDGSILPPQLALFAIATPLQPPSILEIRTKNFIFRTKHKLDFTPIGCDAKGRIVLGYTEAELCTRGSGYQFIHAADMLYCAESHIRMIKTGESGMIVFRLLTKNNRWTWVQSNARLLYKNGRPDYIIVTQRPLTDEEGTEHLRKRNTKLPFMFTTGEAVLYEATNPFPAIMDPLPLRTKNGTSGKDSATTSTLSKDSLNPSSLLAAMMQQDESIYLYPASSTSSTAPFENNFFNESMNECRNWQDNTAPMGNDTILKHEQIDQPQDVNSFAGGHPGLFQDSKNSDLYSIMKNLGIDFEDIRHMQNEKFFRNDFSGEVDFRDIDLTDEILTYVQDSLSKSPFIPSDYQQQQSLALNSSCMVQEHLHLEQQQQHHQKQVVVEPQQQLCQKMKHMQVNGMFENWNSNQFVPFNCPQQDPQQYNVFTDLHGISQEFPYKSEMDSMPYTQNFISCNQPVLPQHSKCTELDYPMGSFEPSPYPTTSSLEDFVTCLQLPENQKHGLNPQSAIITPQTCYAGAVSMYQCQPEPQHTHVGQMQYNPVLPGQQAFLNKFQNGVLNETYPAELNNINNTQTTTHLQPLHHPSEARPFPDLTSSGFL
PP5 primary: PP5 phosphatase inhibitors, primary screen, biochemical, fluorescence | Serine/threonine-protein phosphatase 5 (Homo sapiens), P53041 | AID 1987, 2009 | inhibition, % at 6.7 µM | 320,000 compounds, 0.18% hits | purified PP5c, OMFP substrate fluorescence;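 active means inhibition above the campaign's mean inhibition across all tested compounds plus 3 SD, cut at about 9.5% in these data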;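 further: 0% = DMSO only and 100% = 100 µM cantharidin control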
PP1 inh: PP1-alpha phosphatase inhibitors, primary screen, counter-screen for PP5 inhibitor project, biochemical, fluorescence, OMFP substrate, single point; Serine/threonine-protein phosphatase PP1-alpha catalytic subunit (Homo sapiens), P62136; purified PP1alpha; inhibition, % at 6.7 µM; 320,000 compounds, 0.9% hits;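 active means inhibition above the mean inhibition of all tested compounds plus 3 SD, computed separately for each screening campaign, cut at about 15% in these data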
CTSL1 counter: Fasciola hepatica cathepsin L1 inhibitors, primary screen, counter-screen for PFM18AAP inhibitor project, biochemical, QFRET, fluorogenic peptide substrate; inhibition, % at 5.96 µM; recombinant F. hepatica cathepsin L1, Z-Leu-Arg-MCA fluorescence; 300,000 compounds, 0.49% hits;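 active means inhibition above the mean of all tested compounds plus 3 SD, set per screening campaign, cut at about 17% in these data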;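 further: 0% = plate median of test compound wells and 100% = 1 µM Z-Phe-Ala-diazomethylketone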
PAFAH2 FP inh: PAFAH2 enzyme inhibitors, primary screen, biochemical, fluorescence polarization, human | recombinant PAFAH2, FP-rhodamine activity probe | inhibition, % at 3.39 µM | 340,000 compounds, 0.99% hits | AID 492956, 2010 | Platelet-activating factor acetylhydrolase 2, cytoplasmic (Homo sapiens), Q99487;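 active means inhibition above the mean over all tested compounds plus 3 SD, cut at about 30% in these data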;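 further: inhibitors block probe labeling of enzyme so polarization drops; 0% = enzyme with DMSO and 100% = wells lacking PAFAH2 protein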
* = called active by the depositor.

`O=C(NCc1nc2ccccc2[nH]1)C1=C[C@@H](c2ccc(Br)cc2)C[C@@H](OCc2ccc(CO)cc2)O1` gave procasp3 activ 5, TPT1 inhibitor 3, HCV core dimer 3, proCasp7 act -7, AHR act 9, PP5 primary 2.3, PP1 inh 3, CTSL1 counter 5 and PAFAH2 FP inh -15.
Screening CCOC(=O)c1cc2sc(C)cc2n1CC(=O)NCc1ccc(F)cc1 returned procasp3 activ 0, TPT1 inhibitor 0, HCV core dimer 1, proCasp7 act -4, AHR act 7, PP5 primary 1.5, PP1 inh -3, CTSL1 counter 3 and PAFAH2 FP inh 0.
CCCCN1C(N)=NC[C@@H]1c1ccccc1 was read as procasp3 activ 7, TPT1 inhibitor -4, HCV core dimer -2, proCasp7 act 3, AHR act -1, PP5 primary 1.5, PP1 inh 0, CTSL1 counter -1 and PAFAH2 FP inh -4.
For CCN1CCCC1CNCC(O)COc1ccc(C(C)(C)C)cc1C (stereo not given) the results were procasp3 activ -6, TPT1 inhibitor 2, HCV core dimer -4, proCasp7 act -6, AHR act 3, PP5 primary -2.1, PP1 inh -1, CTSL1 counter -5 and PAFAH2 FP inh 1.
`COC(=O)CCCNC(=O)c1ccc(OC2CCN(CCc3ccccc3)CC2)cc1` gave procasp3 activ 0, TPT1 inhibitor -3, HCV core dimer -3, proCasp7 act 9, AHR act -5, PP5 primary 3.6, PP1 inh 0, CTSL1 counter -1 and PAFAH2 FP inh -5.
For Cc1cc(/C=N/n2cnnc2)c(C)n1-c1ccc(OCc2ccc(F)cc2)cc1 the results were procasp3 activ 2, TPT1 inhibitor -2, HCV core dimer 16, proCasp7 act -2, AHR act -1, PP5 primary 2.3, PP1 inh 19*, CTSL1 counter -1 and PAFAH2 FP inh 2.
`CCn1c(SCC(=O)NC(=O)c2ccccc2OC)nc2ccccc21` gave procasp3 activ -3, TPT1 inhibitor -3, HCV core dimer 0, proCasp7 act 9, AHR act 11, PP5 primary 1.3, PP1 inh -3, CTSL1 counter -1 and PAFAH2 FP inh 3.
Screening COC(=O)c1ccc2c(c1)NC(=O)C1CCCN21 (stereo not given) returned procasp3 activ 13, TPT1 inhibitor 12, HCV core dimer 31, proCasp7 act -5, AHR act 6, PP5 primary 0.3, PP1 inh 1 and CTSL1 counter 10.
For O=C(CN(C(=O)Cn1nnc(-c2ccc(F)cc2)n1)c1cnc2ccccc2c1)NCC1CCCO1 (stereo not given) the results were procasp3 activ -8, TPT1 inhibitor 1, HCV core dimer -7, proCasp7 act -10, AHR act 4, PP5 primary 1.8, PP1 inh -1, CTSL1 counter 6 and PAFAH2 FP inh -4.
CCN(CC(=O)Nc1c(F)cccc1F)C(=O)c1ccc(Cl)c(S(=O)(=O)N2CCCC2)c1 was read as procasp3 activ -2, TPT1 inhibitor 0, HCV core dimer 0, proCasp7 act 3, AHR act 1, PP5 primary -1.4, PP1 inh -7, CTSL1 counter 3 and PAFAH2 FP inh 7.
`O=C(Nc1cccc(-c2cc3ccccc3oc2=O)c1)c1ccc(Br)o1` gave procasp3 activ 2, TPT1 inhibitor -5, HCV core dimer 25, proCasp7 act 4, AHR act -3, PP5 primary 0.7, PP1 inh 3, CTSL1 counter 4 and PAFAH2 FP inh -20.
Screening Cc1ccsc1C(=O)Nc1ccc(C(=O)O)cc1 returned procasp3 activ 0, TPT1 inhibitor -2, HCV core dimer -6, proCasp7 act -8, AHR act -1, PP5 primary -0.5, PP1 inh -1, CTSL1 counter 1 and PAFAH2 FP inh 2.
For Cc1ccc(S(=O)(=O)N(CC(=O)O)c2ccc(Cl)c(C(F)(F)F)c2)cc1 the results were procasp3 activ -2, TPT1 inhibitor -5, HCV core dimer 3, proCasp7 act -1, AHR act -1, PP5 primary 3.1, PP1 inh -6, CTSL1 counter 11 and PAFAH2 FP inh 0.
Screening Cc1ccc(NC(=S)NN(C)c2cc(C)nc(C)n2)cc1 returned procasp3 activ 1, TPT1 inhibitor -1, HCV core dimer -4, proCasp7 act 5, AHR act 7, PP5 primary 1.0, PP1 inh 4, CTSL1 counter -3 and PAFAH2 FP inh -1.
For CC1=C(C#N)C(Nc2ccc(C)cn2)(C(F)(F)F)C(=O)N1 (stereo not given) the results were procasp3 activ 3, TPT1 inhibitor -5, HCV core dimer 4, proCasp7 act 6, AHR act -1, PP5 primary 0.8, PP1 inh -2, CTSL1 counter 2 and PAFAH2 FP inh 0.
Screening CCn1c(Cc2ccccc2)nnc1SCC(=O)Nc1ccc(OC)cc1 returned procasp3 activ -12, TPT1 inhibitor -1, HCV core dimer 6, proCasp7 act 10, AHR act 6, PP5 primary 1.2, PP1 inh -7, CTSL1 counter -1 and PAFAH2 FP inh -8.
Screening Cc1cc(=O)n2nc(N3CCC(C(=O)NCc4ccccc4)CC3)sc2n1 returned procasp3 activ 13, TPT1 inhibitor -2, HCV core dimer -5, proCasp7 act 6, AHR act 1, PP5 primary 0.1, PP1 inh 0, CTSL1 counter -4 and PAFAH2 FP inh -5.
`CCCOC(=O)c1c(NC(=O)C2CCCO2)sc(C(=O)OC)c1C` (stereo not given) gave procasp3 activ -13, TPT1 inhibitor 0, HCV core dimer -4, proCasp7 act -21, AHR act -1, PP5 primary 3.3, PP1 inh 5, CTSL1 counter -4 and PAFAH2 FP inh -2.
`Cc1ccnc(NC(=O)c2oc3ccccc3c2C)c1` gave procasp3 activ -6, TPT1 inhibitor 1, HCV core dimer -8, proCasp7 act 6, AHR act 44, PP5 primary 3.6, PP1 inh 2, CTSL1 counter 3 and PAFAH2 FP inh 1.
`O=C(CNC(=O)OCc1ccccc1)NC1CCCCCC1` gave procasp3 activ 4, TPT1 inhibitor 0, HCV core dimer -3, proCasp7 act 2, AHR act 0, PP5 primary -1.1, PP1 inh -1, CTSL1 counter -2 and PAFAH2 FP inh 11.
For CCCCn1c(/C=N/Nc2nc3ccccc3[nH]2)nc2ccccc21 the results were procasp3 activ 25*, TPT1 inhibitor -2, HCV core dimer 4, proCasp7 act 2, AHR act 73*, PP5 primary 4.6, PP1 inh 21*, CTSL1 counter -2 and PAFAH2 FP inh 2.
For CC(=O)Nc1cc2cc(NS(=O)(=O)c3ccc(Cl)cc3)ccc2oc1=O the results were procasp3 activ -2, TPT1 inhibitor 1, HCV core dimer 1, proCasp7 act -8, AHR act 1, PP5 primary -1.1, PP1 inh -3 and CTSL1 counter 0.
For O=C(c1ccc(Br)cc1)N(c1ccccn1)C1CCCCC1 the results were procasp3 activ 6, TPT1 inhibitor -1, HCV core dimer 5, proCasp7 act 1, AHR act 3, PP5 primary -1.7, PP1 inh 1, CTSL1 counter -1 and PAFAH2 FP inh 2.
Screening CSc1nc(N)nc(SCC(=O)OC(C)C)c1C#N returned procasp3 activ -7, TPT1 inhibitor -2, HCV core dimer -2, proCasp7 act 5, AHR act 14, PP5 primary 2.3, PP1 inh 11, CTSL1 counter -1 and PAFAH2 FP inh -1.
`Cc1ccccc1-c1noc(-c2ccccc2C(=O)O)n1` gave procasp3 activ 0, TPT1 inhibitor 2, HCV core dimer -3, proCasp7 act 4, AHR act 12, PP5 primary 0.3, PP1 inh -7, CTSL1 counter 4 and PAFAH2 FP inh 3.
Screening CC(C)Nc1ccc(C(CC(N)=O)NC(=O)Cc2ccc(Cl)cc2)cc1[N+](=O)[O-] (stereo not given) returned procasp3 activ -1, TPT1 inhibitor 0, HCV core dimer 2, proCasp7 act 4, AHR act 3, PP5 primary 0.6, PP1 inh 1, CTSL1 counter -3 and PAFAH2 FP inh 4.
CC(C)CNC(=O)c1cccc(NC(=O)Cc2ccc(Cl)cc2)c1 was read as procasp3 activ -5, TPT1 inhibitor -1, HCV core dimer -2, proCasp7 act -11, AHR act 6, PP5 primary -1.0, PP1 inh 2, CTSL1 counter 2 and PAFAH2 FP inh 2.
COCCCNC(=O)c1ccccc1-c1cc(C)no1 was read as procasp3 activ -5, TPT1 inhibitor -2, HCV core dimer 1, proCasp7 act 2, AHR act 0, PP5 primary -0.3, PP1 inh -5, CTSL1 counter -6 and PAFAH2 FP inh 5.
COC(=O)Cc1c(C)c2ccc(OC(=O)c3ccco3)cc2oc1=O was read as procasp3 activ -22, TPT1 inhibitor 1, HCV core dimer 3, proCasp7 act 3, AHR act -3, PP5 primary -2.2, PP1 inh 1, CTSL1 counter -13 and PAFAH2 FP inh 0.
Screening O=C(O)CCn1c(O)c(C=C2N=c3ccccc3=N2)sc1=S returned procasp3 activ -28, TPT1 inhibitor 0, HCV core dimer -8, proCasp7 act -32, AHR act -8, PP5 primary 3.5, PP1 inh 1, CTSL1 counter 2 and PAFAH2 FP inh -9.
O=S1(=O)Nc2c(ccc3cccnc23)-c2ccccc21 was read as procasp3 activ -7, TPT1 inhibitor 0, HCV core dimer -10, proCasp7 act -1, AHR act -4, PP5 primary 3.3, PP1 inh 2, CTSL1 counter -2 and PAFAH2 FP inh 12.
`CCC(CNc1cc(OC)cc2cccnc12)NC1CCCCC1` (stereo not given) gave procasp3 activ -3, TPT1 inhibitor -130, HCV core dimer 16, proCasp7 act -3, AHR act 49*, PP5 primary 7.5, PP1 inh 6, CTSL1 counter 86* and PAFAH2 FP inh -1.
Screening CCOc1cc(C(=O)NC2=NCCS2)cc(OCC)c1OCC returned procasp3 activ 2, TPT1 inhibitor 2, HCV core dimer -2, proCasp7 act 8, AHR act 55*, PP5 primary -0.7, PP1 inh -2, CTSL1 counter 0 and PAFAH2 FP inh 3.
`CCCC/C(=N\NC(=O)c1ccc(Br)o1)c1ccccc1` gave procasp3 activ 2, TPT1 inhibitor -1, HCV core dimer -7, proCasp7 act -21, AHR act 19, PP5 primary 0.0, PP1 inh -3, CTSL1 counter 4 and PAFAH2 FP inh 0.
CC(=O)C1=C(c2ccccc2)NC(=O)NC1c1ccccc1OCC#N (stereo not given) was read as procasp3 activ 3, TPT1 inhibitor -2, HCV core dimer 0, proCasp7 act -7, AHR act 8, PP5 primary 2.0, PP1 inh -6, CTSL1 counter -2 and PAFAH2 FP inh 4.

Looked up by structure from above, two records:
COCCCNC(=O)c1ccccc1-c1cc(C)no1 was read as procasp3 activ -5, TPT1 inhibitor -2, HCV core dimer 1, proCasp7 act 2, AHR act 0, PP5 primary -0.3, PP1 inh -5, CTSL1 counter -6 and PAFAH2 FP inh 5.
CCN(CC(=O)Nc1c(F)cccc1F)C(=O)c1ccc(Cl)c(S(=O)(=O)N2CCCC2)c1 was read as procasp3 activ -2, TPT1 inhibitor 0, HCV core dimer 0, proCasp7 act 3, AHR act 1, PP5 primary -1.4, PP1 inh -7, CTSL1 counter 3 and PAFAH2 FP inh 7.
